Screening results: PubChem, Broad Institute
MITF act: activators of MITF-driven TRPM1 promoter reporter, primary screen, cell-based, SK-MEL-5, luciferase, single point; SK-MEL-5 TRPM1-promoter luciferase, 24 h; % of positive control, neutral wells = 0; hit rate 0.75% among 300,000; activation, % at 12.5 µM;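 active = mean activation of at least 80% with every replicate also reaching 80%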;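 note: 0% = neutral control wells and 100% = parthenolide positive control wells; values of inactives mirror those of a sister screen read the other way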
SR-BI uptake up: activators of SR-BI mediated DiI-HDL uptake, primary screen, ldlA[mSR-BI] CHO cells, DiI fluorescence; activation, % at 12.5 µM; hit rate 0.096% among 320,000; 3 h; 100 = double the neutral-control signal;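 active = mean replicate activation of at least 60% and every replicate at or above 60%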;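 note: 0% = median plate neutral-control signal and 100% = twice that signal; values of inactives mirror those of a sister screen read the other way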
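System: CHO ldlA[mSR-BI] cells / Medium: HEPES-buffered (25 mM, pH 7.4) F12 plus 0.5% BSA / Probe or stimulus: labelled HDL, 10 µg/mL / Doses: single compound concentration, delivered by pin transfer / Schedule: 3 h, 37 °C / Measured by: DiI fluorescence, bottom read / Measure: cell-associated DiI fluorescence as measure of HDL uptake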
SR-BI DiI inh: inhibitors of SR-BI mediated HDL lipid uptake, primary screen, ldlA[mSR-BI] cells, fluorescence, single point; Scavenger receptor class B member 1 (Mus musculus), Q61009; ldlA[mSR-BI] CHO cells, DiI-HDL uptake fluorescence, 3 h; inhibition, % at 12.5 µM; hit rate 0.96% among 320,000; AID 488896, 2010;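 active = mean replicate inhibition of at least 70% and a set share of replicates each scoring 70 or more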;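 note: 0% = median of neutral control wells and 100% = median of positive control wells; values of inactives mirror those of a sister screen read the other way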
NSD2 HMT inh: NSD2 histone methyltransferase inhibitors, primary screen, biochemical, AlphaScreen, single concentration, set 2. Histone-lysine N-methyltransferase NSD2 (Homo sapiens), O96028. NSD2 peptide methylation, 120 min. inhibition, % at 12.5 µM. hit rate 0.54% among 310,000; in the data active = inhibition above about 50%
CAL PDZ FP-1: CAL PDZ peptide-binding inhibitors, primary screen, biochemical, fluorescence polarization, Cer-tagged CAL PDZ, HTS | purified CAL PDZ, TMR-peptide fluorescence polarization, 1 h | inhibition, % at 20 µM | hit rate 0.02% among 330,000 | AID 504414, 2011;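 active = highest replicate inhibition of at least 40%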;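 note: plate controls were DMSO neutral control wells for no effect and unlabeled competitor peptide control wells for full effect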
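Test system: tagged CAL PDZ domain / Buffer or medium: sodium phosphate/NaCl buffer pH 7.4 with TCEP, IgG, Thesit / Reagent: TMR-labelled reporter peptide T*-PRC34 bound in PDZ groove / Compound dosing: single point, 20 µM / Schedule: 1 h incubation at room temperature before polarization reading / Technique: fluorescence polarization (mP) / Benchmarks: unlabelled peptide, DMSO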
PfHsp90 yeast 2: growth inhibition of PfHsp90-expressing yeast, primary screen, antimalarial PfHsp90 inhibitor project, S. cerevisiae, BacTiter-Glo luminescence, single point, set 2; BacTiter-Glo ATP, 48 h; yeast lacking PDR1 and PDR3 efflux regulators; inhibition, % at 9.4 µM; hit rate 0.32% among 310,000;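 active = every replicate shows inhibition above about 80%, whatever the replicate mean, limit read from the data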;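 note: 0% = DMSO neutral controls and 100% = 20 µM radicicol positive controls; yeast relying on Plasmodium falciparum Hsp90 in place of its own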
dFosB activator: activators of delta FosB homodimer, primary screen, biochemical, fluorescence polarization, TAMRA-CDK5 oligo, single point; Protein FosB (Mus musculus), P13346; purified delta FosB; percent of positive-control signal above neutral wells; activation, % at 25 µM; hit rate 0.99% among 340,000; AID 493131, 2011;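 active = mean activation above about 17%, with every replicate also reaching it, limit read from the data, passing the limit was not always enough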;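 note: fluorescence polarization rise as delta FosB binds a TAMRA Cdk5 AP-1 oligo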
Target sequence (P13346 whole entry, looked up): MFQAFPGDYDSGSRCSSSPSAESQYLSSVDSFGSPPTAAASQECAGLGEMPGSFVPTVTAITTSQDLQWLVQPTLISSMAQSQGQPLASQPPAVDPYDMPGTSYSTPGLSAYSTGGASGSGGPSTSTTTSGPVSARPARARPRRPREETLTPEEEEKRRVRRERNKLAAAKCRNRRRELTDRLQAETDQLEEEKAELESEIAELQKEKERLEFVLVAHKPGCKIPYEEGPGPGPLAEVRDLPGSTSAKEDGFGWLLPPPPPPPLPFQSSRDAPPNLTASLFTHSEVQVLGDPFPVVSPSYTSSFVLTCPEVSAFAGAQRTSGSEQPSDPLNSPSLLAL
Rtt109 HAT inh: inhibitors of C. albicans Rtt109/Vps75 HAT, primary screen, biochemical, ThioGlo CoA-SH fluorescence, plate reader; purified Rtt109/Vps75, 4 h; inhibition, % at 34.9 µM; hit rate 0.16% among 330,000;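 active = inhibition of at least 50% in every replicate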
Target sequence (Q5AAJ8 whole entry, looked up): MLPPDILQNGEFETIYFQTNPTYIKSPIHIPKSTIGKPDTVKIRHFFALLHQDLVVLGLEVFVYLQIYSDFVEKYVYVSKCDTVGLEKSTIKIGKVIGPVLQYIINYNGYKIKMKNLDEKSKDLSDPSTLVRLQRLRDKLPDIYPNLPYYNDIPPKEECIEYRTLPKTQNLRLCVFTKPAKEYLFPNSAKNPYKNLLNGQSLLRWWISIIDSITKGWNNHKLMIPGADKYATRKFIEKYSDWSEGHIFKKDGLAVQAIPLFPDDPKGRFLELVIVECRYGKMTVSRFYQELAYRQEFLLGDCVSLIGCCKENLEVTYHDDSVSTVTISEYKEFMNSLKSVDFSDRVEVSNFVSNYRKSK
CAL PDZ FP-2: untagged CAL PDZ binding inhibitors, primary screen, biochemical, fluorescence polarization, HTS; Golgi-associated PDZ and coiled-coil motif-containing protein (Homo sapiens), Q9HD26; purified CAL PDZ, TMR-peptide fluorescence polarization, 1 h; inhibition, % at 24.9 µM; hit rate 0.92% among 300,000; AID 602252, 2012;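 active = mean inhibition of at least 30% with at least half of replicates also reaching 30%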;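 note: 0% = DMSO neutral control and 100% = excess unlabeled competitor peptide PRC23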
PvdQ acylase: P. aeruginosa PvdQ acylase inhibitors, primary screen, biochemical, fluorescence, plate reader and imaging, single point; hit rate 0.063% among 340,000; PvdQ acylase [Pseudomonas aeruginosa LESB58]; purified PvdQ acylase; inhibition, % at 10 µM; in the data active = inhibition above about 30%, passing the limit was not always enough;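 note: 0% = vehicle neutral wells and 100% = reference inhibitor wells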
* = called active by the depositor; x = no result given.

mol	MITF act	SR-BI uptake up	SR-BI DiI inh	NSD2 HMT inh	CAL PDZ FP-1	PfHsp90 yeast 2	dFosB activator	Rtt109 HAT inh	CAL PDZ FP-2	PvdQ acylase
Cc1ccc2nc(Nc3nc(CSc4nnnn4-c4ccccc4)cc(=O)[nH]3)nc(C)c2c1	x	-9	9	-1	-0.6	0	2	12	-3	-28
Cc1cccc(Oc2nc3c(c(=O)n(C)c(=O)n3C)n2C)c1	-2	x	x	-8	-1.0	x	-5	-2	6	-11
Cn1c(=O)[nH]c(=O)c2c1nc(Sc1ccccc1)n2CCc1ccccc1	-4	-7	7	x	0.0	-10	-7	-5	x	-10
Cn1cnc(S(=O)(=O)N2CCN(C(c3ccc(F)cc3)c3ccc(F)cc3)CC2)c1	-1	5	-5	-1	-3.3	-19	3	14	4	-11
Cc1ccccc1C(=O)NCCOc1ccccc1Cl	74	-29	29	-5	-0.5	1	9	3	x	-18
COc1ccc(N=c2oc3c(OC)cccc3cc2C(=O)NCc2ccco2)c(OC)c1	-5	-30	30	x	0.1	-14	-1	-5	-3	-6
NS(=O)(=O)c1ccc(CCNC(=O)CSc2nc3ccccc3c3nc(CCN4CCCCC4)nn23)cc1	-17	15	-15	5	-1.0	-14	-4	-6	x	-9
COc1ccc(NC(=O)CSc2nncs2)cc1S(N)(=O)=O	8	x	x	-2	1.1	-9	1	-2	-1	-15
COc1ccc(NC(=O)COC(=O)c2ccc(-n3cnnn3)cc2)cc1Cl	12	-24	24	1	-2.4	x	35*	3	-1	8
Cc1cc(N2CCN(c3cccc(C(F)(F)F)c3)CC2)n2nc(C)nc2n1	-8	-14	14	-1	0.5	-11	-7	9	x	8
CC(C)(C)n1nnnc1C(c1cccs1)N1CCCC2(CCCCC2)C1 (stereo unspecified)	-1	-2	2	1	-1.9	-4	-6	6	-2	15
CCN(C1CCCCC1)S(=O)(=O)c1ccc(S(=O)(=O)N2CCN(CCC#N)CC2)cc1	-5	-1	1	x	-0.8	-40	-11	3	x	-12
O=C1Nc2ccccc2C(O)(C(=O)NCc2ccco2)N1c1ccc(Cl)c(Cl)c1 (stereo unspecified)	x	-4	4	x	-1.3	-12	-1	2	3	-23
Cc1ccc2c(c1)N(Cc1cccc(Cl)c1)C(=O)c1cccnc1O2	-7	10	-10	-2	-2.8	-13	-4	-2	-8	-11
O=C(CN1CCN(S(=O)(=O)c2ccccc2[N+](=O)[O-])CC1)Nc1ccc(N2CCOCC2)cc1	4	5	-5	-7	-0.6	0	-2	1	1	-9
CCOc1ccc(CN(C)CC(=O)Nc2cc(C)c(C)cc2[N+](=O)[O-])cc1	0	-6	6	-4	-0.1	-4	4	0	-1	-10
Cn1nc(C(F)(F)F)c(-c2ccccc2)c1NC(=O)c1nccnc1C(=O)O	6	-1	1	-6	-4.5	4	-7	-2	x	-9
COc1ccc(CCc2cc(OC)cc(=O)o2)cc1	9	12	-12	x	0.0	41	0	-21	0	-12
COc1ccc(CCNC(=O)CSc2ccccn2)cc1OC	0	21	-21	-4	-2.3	x	3	-18	1	-8
COCCCNC(=S)Nc1cccc(SC)c1	-9	-11	11	-3	-0.2	-3	0	14	-1	0
CCCCN(C(=O)c1ccc(Cl)cc1)C1CC2CCC(C1)N2C (stereo unspecified)	5	9	-9	x	-1.2	10	-8	-6	x	4
CCCCc1c(O)nc(SCC(=O)Nc2ccc3c(c2)CCC3)[nH]c1=O	2	8	-8	1	x	-3	-7	6	-2	-14
CC1CCCN(C(=O)COC(=O)CSc2ccc(C(N)=O)cc2[N+](=O)[O-])C1 (stereo unspecified)	3	25	-25	-2	-2.6	-12	-11	8	-5	-7
CN(c1cccc(Cl)c1)S(=O)(=O)c1cccc(C(=O)Nc2ccc3c(c2)CCC3)c1	6	-64	64	-1	-0.4	19	3	2	4	22
Cc1ccc(OCCSc2ncccn2)c(C)c1	153*	-9	12	x	-2.4	x	-6	6	1	2

mol	MITF act	SR-BI uptake up	SR-BI DiI inh	NSD2 HMT inh	CAL PDZ FP-1	PfHsp90 yeast 2	dFosB activator	Rtt109 HAT inh	CAL PDZ FP-2	PvdQ acylase
COc1cc(CNc2ccc3[nH]c(=O)[nH]c3c2)ccc1OCc1ccc(C)cc1	68	-25	25	3	-1.3	-4	-3	2	-15	-10
Cc1cccc(-c2noc(CN(C(=O)c3ccc(Br)o3)C(C)C)n2)c1	3	-31	31	4	-1.6	4	-4	-1	-3	-10
COC(=O)c1cn(-c2ccccc2)nc1-c1ccc(OC)c(OC)c1	-1	-57	57	1	-3.6	-11	-3	x	3	3
CCCc1cc(=O)oc2cc(OCC(=O)NCc3ccccn3)ccc12	11	-6	6	-5	-1.9	14	-13	-8	-4	-17
CCCn1nnc(NC(=O)C(c2ccccc2)c2ccccc2)n1	x	-3	3	x	x	x	-5	-11	-1	-19
COc1ccc(C2=NN(c3ccccc3)C(c3cccs3)C2)cc1 (stereo unspecified)	13	-36	36	5	0.7	-5	-7	-11	-5	16
CCOC(=O)c1cnc2c(OC)cccc2c1N1CC(C)CC(C)C1 (stereo unspecified)	-19	x	x	2	-0.8	21	-22	8	-7	-15
COc1ccc([C@@H]2Sc3ccccc3NC(=O)[C@@H]2O)cc1	x	17	-17	-4	-0.4	-17	1	-3	3	-8
COCC(C)NS(=O)(=O)c1ccc(NC(=O)C(Cc2ccccc2)NC(N)=O)cc1 (stereo unspecified)	x	3	-3	7	-1.1	x	-6	3	-1	-11
CN(CC(=O)NNC(=O)c1cccnc1)S(=O)(=O)c1cc(Cl)ccc1Cl	-7	24	-24	4	-0.6	0	0	4	-2	11
CN=Cc1nc(-c2ccccc2)oc1O	66	-5	5	2	-0.8	-10	-1	3	1	14
Cc1ccc(C)c(S(=O)(=O)c2c(C)cc(C)nc2Cl)c1	7	-3	3	-5	-1.0	-18	4	-4	-4	2
COC(=O)c1sccc1NC(=O)c1cc2c(s1)CCCC2	4	4	-4	-8	-3.4	-8	-14	-2	x	1
CC(C)NC(=O)c1ccc(NC(=O)CC2SC(N3CCCCC3)=NC2=O)cc1 (stereo unspecified)	-5	11	-11	0	-0.9	-6	-3	-11	-6	-13
C1CC2CN(c3nc4nonc4nc3N3CCSCC3)CCN2C1 (stereo unspecified)	-10	20	-20	0	0.5	-5	-9	-2	5	-8
CN(C)c1ccc(/C=N\Nc2nc(-c3ccccc3)cc(=O)[nH]2)cc1	16	-26	26	-1	1.1	-5	13	-3	71*	-11
O=C(NCc1ccc(F)cc1)N1CCN(C(=O)c2ccccc2)CC1	x	-2	2	-5	-0.3	4	5	2	-4	0
CCCCNC(=O)Cn1c(-c2ccc(OC)cc2)noc1=O	-1	5	-5	-4	x	-8	-4	9	-2	2
COc1cccc(C(=O)C2CCCN(C(=O)c3cccc(C#CC(C)(C)O)c3)C2)c1 (stereo unspecified)	-2	-11	11	x	-0.6	-40	-6	-5	-3	-9
Cc1ccc2nsnc2c1NC(=O)c1ccc(-c2cc(Cl)ccc2Cl)o1	-73	-37	37	-3	-1.0	14	9	-11	-2	-12
O=C(CN1C(=O)NC2(CCCC2)C1=O)Nc1ccc(C(F)(F)F)cc1	6	16	-16	0	-2.8	18	-8	22	-3	4
CCN(Cc1ccccc1)C(=O)c1cc(S(=O)(=O)N2CCOCC2)cn1C	2	21	-21	x	-0.5	-4	0	-3	x	0
O=C(Cn1nnc2ccccc21)NCc1ccccc1	63	14	-14	-2	-2.7	-49	-3	-6	-2	-7
CCC(c1nnc(SCC(=O)Nc2ccc(C(C)=O)cc2)n1C1CCCCC1)N(C)C (stereo unspecified)	-10	-2	2	-2	-0.8	-12	-2	4	4	-12
COc1ccc2c(-c3cc4ccc(OCc5ccc(F)cc5)cc4oc3=O)cc(=O)oc2c1	-26	-39	39	1	-1.5	-18	-8	-9	-5	-18

mol	MITF act	SR-BI uptake up	SR-BI DiI inh	NSD2 HMT inh	CAL PDZ FP-1	PfHsp90 yeast 2	dFosB activator	Rtt109 HAT inh	CAL PDZ FP-2	PvdQ acylase
Cc1ccc(-n2ncc3c2CCCC3NC(=O)c2cnccn2)cc1C (stereo unspecified)	-22	6	-6	-3	-1.8	-2	-7	2	-2	-7
O=C(CCN1C(=O)/C(=C/c2ccc(Cl)cc2)SC1=S)Nc1cccc(C(=O)O)c1	0	-13	13	-4	0.3	28	-16	0	20	-6
Cc1cc(NC(=O)CN2C(=O)S/C(=C\c3ccccc3)C2=O)no1	-13	-6	6	-1	-0.6	-62	1	-2	1	-17
CC(=O)Nc1sc2c(c1C#N)CC(C)(C)NC2(C)C	-1	1	-1	0	-4.6	-8	-14	2	-4	-5
COc1ccc(-c2ccc(C(=O)O)o2)c([N+](=O)[O-])c1	-4	19	-19	0	0.6	12	-6	-9	-2	-5
COC(=O)C/C(O)=C(/N=Nc1cccc(C(F)(F)F)c1)C(=O)OC	10	17	-17	-3	-0.5	-8	-10	x	1	-5
CCN(CC(=O)NCc1cccs1)C(=O)c1cccc(S(=O)(=O)N2CCc3ccccc32)c1	1	-6	6	-1	-1.1	x	-10	12	2	-8
CC1CN(C(=S)NC2CCCC2)CC(C)O1 (stereo unspecified)	4	15	-15	-3	0.4	5	1	-3	0	10
O=C(NN=Cc1ccccc1Cl)c1ccc([N+](=O)[O-])cc1	9	-11	11	-2	0.5	1	14	8	-5	-12
Cc1ccccc1CSCC(=O)NCc1ccco1	-6	3	-3	4	-2.4	0	-13	x	-6	6
O=C(CCc1n[nH]c(=O)[nH]c1=O)N1CCOCC1	-3	25	-25	x	0.8	-14	-3	0	x	7
Cc1cc(C)cc(NC(=O)N2C3CCCC2CC(NC(=O)C2CC2)C3)c1 (stereo unspecified)	-9	x	x	-3	-3.1	5	6	5	3	-9
COc1ccc(/[N+]([O-])=C/c2ccoc2)cc1	106*	31	-31	x	1.1	29	-2	-12	-2	-4
CC(=O)Nc1ccc(NC(=O)CSc2nc3c(=O)n(C)c(=O)n(C)c3n2C)cc1	0	9	-9	0	-2.9	-20	-2	-3	-3	-1
